# UGM FP inh = blocks M. tuberculosis UGM enzyme. P9WIQ1. purified UGM, fluorescence polarization probe displacement. inhibition, % at 10 µM. hit rate 0.06% among 320,000; in the data active = inhibition above about 10%, passing the limit was not always enough; inconclusive = no clear call, values can overlap the other calls
# Target sequence (P9WIQ1 whole entry, looked up): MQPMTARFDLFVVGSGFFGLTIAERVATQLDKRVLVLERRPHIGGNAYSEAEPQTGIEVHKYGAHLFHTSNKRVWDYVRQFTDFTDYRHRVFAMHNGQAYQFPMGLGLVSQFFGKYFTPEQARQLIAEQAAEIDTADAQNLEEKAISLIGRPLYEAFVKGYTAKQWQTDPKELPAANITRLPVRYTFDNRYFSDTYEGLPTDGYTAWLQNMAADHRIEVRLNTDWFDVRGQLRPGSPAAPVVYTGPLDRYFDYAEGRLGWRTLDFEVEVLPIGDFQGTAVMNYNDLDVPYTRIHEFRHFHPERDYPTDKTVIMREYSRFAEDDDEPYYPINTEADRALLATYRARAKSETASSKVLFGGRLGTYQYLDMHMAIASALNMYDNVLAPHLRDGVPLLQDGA
# Mtb BioA inh = blocks M. tuberculosis BioA enzyme activity; hit rate 0.096% among 360,000; inhibition, % at 9.99 µM; AID 602481; purified M. tuberculosis BioA enzyme, plate reader; in the data active = inhibition above about 40%; inconclusive = no clear call, values can overlap the other calls
# PrPC TRFRET = cell surface PrPC inhibition, primary TR-FRET screen; P04156; hit rate 0.43% among 370,000; inhibition, % at 13.8 µM; AID 720596; TR-FRET read-out; in the data active = inhibition above about 24%; also: 0% = median of the test wells and 100% = reference compound wells
# FBA Mtb inh = inhibits M. tuberculosis FBA enzyme; P9WQA3; purified M. tuberculosis FBA, fluorescence read-out; inhibition, % at 1 µM; hit rate 2.3% among 360,000; in the data active = inhibition above about 27%;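 also: 0% = vehicle and 100% = reference inhibitor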
# Target sequence (P9WQA3 whole entry, looked up): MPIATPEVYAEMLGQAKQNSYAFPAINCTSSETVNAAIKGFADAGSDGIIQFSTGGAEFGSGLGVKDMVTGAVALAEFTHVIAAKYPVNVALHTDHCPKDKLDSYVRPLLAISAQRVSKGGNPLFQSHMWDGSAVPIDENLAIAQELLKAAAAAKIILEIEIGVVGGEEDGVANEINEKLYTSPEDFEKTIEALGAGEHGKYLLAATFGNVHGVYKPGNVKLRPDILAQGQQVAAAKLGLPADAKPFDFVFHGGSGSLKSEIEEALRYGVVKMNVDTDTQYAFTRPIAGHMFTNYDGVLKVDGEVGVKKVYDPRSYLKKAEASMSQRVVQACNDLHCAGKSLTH
# MazF activator = increases E. coli MazEF RNase cleavage of RNA; FAM/BHQ RNA-DNA oligo cleavage fluorescence, 5 h; activation, % at 20 µM; hit rate 0.32% among 350,000; AID 504720; in the data active = activation above about 50%
# Target sequence (P0AE70 whole entry, looked up): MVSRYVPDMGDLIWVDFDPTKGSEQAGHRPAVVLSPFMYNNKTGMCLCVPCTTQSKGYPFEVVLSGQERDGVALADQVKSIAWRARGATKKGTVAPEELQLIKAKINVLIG
# GDH-TPI counter = inhibits GDH-TPI coupling enzymes, artifact for Mtb FBA screen. GDH-TPI coupled enzyme counterscreen, NADH absorbance. inhibition, % at 4.8 µM. hit rate 1.2% among 360,000; in the data active = inhibition above about 30%;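 also: 0% = DMSO wells and 100% = wells lacking the enzyme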
# BoNT F protease = BoNT F light chain protease inhibition. inhibition, % at 10 µM. AID 588497. Multiplex microsphere protease cleavage assay, flow cytometry. hit rate 0.22% among 360,000; in the data active = inhibition above about 35%, passing the limit was not always enough; inconclusive = no clear call, values can overlap the other calls; also: plate controls were buffer without enzyme for full effect and enzyme alone for no effect
# FadD28 binding = blocks FadD28 binding to the bisubstrate probe; fluorescence polarization; inhibition, % at 12.5 µM; hit rate 0.22% among 360,000; AID 588549; in the data active = inhibition above about 8.5%, passing the limit was not always enough; inconclusive = no clear call, values can overlap the other calls
# Rv3671c protease = inhibitors of M. tuberculosis serine protease Rv3671c | hit rate 0.048% among 320,000 | inhibition, % at 5.96 µM | P9WHR9 | AID 2606; in the data active = inhibition above about 38%;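 also: extracellular domain of Rv3671c used as enzyme; 0% = enzyme with DMSO and 100% = no enzyme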
# Starred values were filed as active, the others as inactive; ? = inconclusive; . = not tested or not shown.
SMILES,UGM FP inh,Mtb BioA inh,PrPC TRFRET,FBA Mtb inh,MazF activator,GDH-TPI counter,BoNT F protease,FadD28 binding,Rv3671c protease
CCOC(=O)C(Cc1cc(N)c(Oc2ccc(OC)cc2)c(N)c1)NC(C)=O (stereo unspecified),.,-4.3,-1,4,6,6,-1,-1.0,.
C[C@@H]1CN([C@@H](C)CO)C(=O)Cc2cc(NC(=O)Nc3ccc(F)cc3)ccc2O[C@@H]1CN(C)Cc1ccc(Cl)c(Cl)c1,0.6,-5.0,-3,-1,-7,6,-1,-6.9,-118
O=C(c1cccc(NS(=O)(=O)c2ccc(F)c(F)c2)c1)N1CCCCC1,.,-1.5,5,-1,-1,4,-13,-2.5,.
Cc1ccccc1Nc1nc(N)nc(COC(=O)C(NC(=O)c2ccco2)C(C)C)n1 (stereo unspecified),0.3,1.6,-3,-2,-2,-9,-6,-3.3,-7
CN=C1c2ccccc2CN1c1cccc(C(=O)OC)c1,3.5,1.5,3,2,6,22,9,-1.2,-9
O=C1NCN(c2ccccc2)C12CCN(C(c1ccccc1)c1nnnn1C1CCCC1)CC2 (stereo unspecified),.,-0.7,-3,3,.,.,1,-2.0,.
COc1ccc(CN2C(=O)[C@@H]3C(c4ccc(F)cc4)=NO[C@@H]3C2=O)cc1,2.9,-1.9,-4,2,-3,-6,4,-6.0,-7
CC(C)(C)C(O)C(Oc1ccc(Cl)cc1)n1cncn1 (stereo unspecified),-0.8,0.9,-3,3,-4,-3,-5,-0.9,-18
CC(OCC(O)CN1CCCCC1CCO)c1ccc(Cl)cc1 (stereo unspecified),-1.6,-1.0,-7,-1,-1,5,8,1.6,-10
COc1ccc(C(=O)Cc2cc(OC)c(OC)cc2C(=O)c2ccccc2F)cc1OC,-0.4,.,-6,8,-5,9,1,-2.4,-1
O=c1[nH]cnc2c1c(-c1ccccc1)cn2-c1ccc(F)cc1,0.1,3.9,1,-1,5,8,-8,-2.7,10
CC(=O)c1ccc(NC(=O)c2cnsn2)cc1,-1.7,.,-2,2,18,7,-3,-0.9,3
COc1ccc(S(=O)(=O)N2CCC(C(=O)NCc3ccco3)CC2)cc1C,-2.0,0.9,-6,0,22,7,-13,-2.7,9
COc1ccc(OC)c(-c2cc(C(=O)N3CCc4ccccc4C3)no2)c1,0.8,-0.1,11,4,-4,23,-6,3.3,-11
O=C(CCC(=O)Nc1ccccc1)NNS(=O)(=O)c1ccccc1[N+](=O)[O-],1.1,1.6,3,-2,17,2,1,-0.6,-9
CCc1nnc(NC(=O)C2Cc3ccccc3CN2S(=O)(=O)c2ccc(C)cc2)s1 (stereo unspecified),2.4,-1.8,7,1,-2,-4,8,-1.8,-4
Cc1cc(C)c(S(=O)(=O)N2CCOC2CNC(=O)C(=O)NCCCN2CCCC2=O)c(C)c1 (stereo unspecified),-0.4,-3.7,3,-1,-3,8,-6,-1.2,-2
COc1ccccc1/C=C/CN1CCOCC1,0.9,-0.8,.,5,7,7,-2,-1.4,2
O=C(CSc1ccccc1C(=O)O)NCc1ccccc1,1.5,0.2,3,5,4,9,0,-4.2,2
Cc1[nH]n(-c2ccccc2)c(=O)c1/C=N/N1C(=O)c2ccc3c4c(ccc(c24)C1=O)CC3,.,-1.3,-18,1,-7,12,-10,-3.3,-7
CN(C(=O)CNc1ccccc1Cl)C1CCS(=O)(=O)C1 (stereo unspecified),0.6,-1.2,0,3,12,-1,-3,-0.3,-8
CC(C)CC1=NN(C(=O)c2cccnc2)C(O)(C(F)(F)F)C1 (stereo unspecified),-2.4,.,-3,2,-2,4,-27,-3.1,1
COc1cc(/C=N/n2c(C3CCCCC3)n[nH]c2=S)cc(Br)c1O,0.0,20,2,1,-1,32*,8,-0.6,6
CCOc1nc(-c2ccccc2Cl)nc2ccccc12,-4.1,-1.4,-4,3,-10,6,.,-1.0,3
CCCCCc1nc(N)c(C#N)c(-c2ccco2)c1CCCC,-0.3,1.0,-2,5,-2,14,-11,-0.2,-2
CC(O)(c1cccc(F)c1)c1nc(-c2ccc(S(C)(=O)=O)cc2)cs1 (stereo unspecified),.,2.1,7,-2,.,2,-4,-2.5,.
CC[C@]1(C(=O)OC)[C@H]2C(=O)N(C)C(=O)[C@H]2[C@H]2CN=C(SCc3ccc(C#N)cc3)N21,.,-0.4,10,4,4,16,-5,-2.0,.
Cc1cc(C)nc(N2CCC(C(=O)N3CCN(c4cc(Cl)ccc4C)CC3)CC2)n1,1.3,-1.3,11,5,-3,0,-22,-0.8,-6
COCC(C)NC(C(=O)Nc1cccc(C(C)=O)c1)c1ccccc1 (stereo unspecified),-0.2,.,7,-3,5,10,7,0.5,5
COc1cccc(CN2CC(C(=O)NCCn3cccn3)CCC2=O)c1 (stereo unspecified),-0.2,-2.9,4,2,0,9,-5,-1.8,0
O=C(COC(=O)c1ccccc1C(=O)c1ccc(Cl)c([N+](=O)[O-])c1)NC1CCCCCC1,-3.5,-1.7,-7,-4,-8,1,-1,-5.0,-2
COc1cc(NC(=O)c2cc(=O)[nH]c3ccc(S(=O)(=O)N4CCOCC4)cc23)cc(OC)c1,.,-2.8,7,3,5,7,-4,-1.1,.
Cc1ccc(NC(=S)N(CCN(C)C)Cc2cc3cc(C)ccc3[nH]c2=O)cc1,-0.5,0.9,-2,2,10,7,0,0.4,12
CN(CC(=O)Nc1ccccc1Cl)C(=O)c1ccc(N2C(=O)CCC2=O)cc1,.,-0.4,-2,-1,9,-5,9,-0.9,.
CC(NC(=O)C(CC(=O)OC(C)(C)C)NC(=O)OC(C)(C)C)C(N)=O (stereo unspecified),-4.8,-2.0,-2,0,10,5,2,2.2,4
CCOc1ccc(-c2cc(CCCC(=O)NCCC(C)C)no2)cc1,2.8,.,10,-2,2,-2,0,-1.7,5
Cc1ccc(C)c(N2CCN(C(=O)Nc3ccc4c(c3)N(C)C(=O)CS4)CC2)c1,2.3,.,19,0,-5,0,-5,-3.7,-15
COc1ccc(CCC(=O)NCCOc2ccccc2Cl)cc1,-1.9,.,2,1,4,-2,6,-0.7,-1
O=C(NC1CCCCC1)C(c1ccncc1)N(CC1CCCO1)C(=O)C(F)(F)F (stereo unspecified),3.4,-2.2,-5,-2,-5,0,-2,1.1,5
COc1ccc(CCN(C)C(=O)Cc2ccc(-c3ccccc3)cc2)cc1OC,0.2,0.8,14,-3,14,-1,5,-3.2,-14

# 6 structures out of the list, ordered by SMILES length, ascending.
SMILES,UGM FP inh,Mtb BioA inh,PrPC TRFRET,FBA Mtb inh,MazF activator,GDH-TPI counter,BoNT F protease,FadD28 binding,Rv3671c protease
COc1ccc(CCC(=O)NCCOc2ccccc2Cl)cc1,-1.9,.,2,1,4,-2,6,-0.7,-1
CCOc1ccc(-c2cc(CCCC(=O)NCCC(C)C)no2)cc1,2.8,.,10,-2,2,-2,0,-1.7,5
CC(NC(=O)C(CC(=O)OC(C)(C)C)NC(=O)OC(C)(C)C)C(N)=O (stereo unspecified),-4.8,-2.0,-2,0,10,5,2,2.2,4
Cc1ccc(NC(=S)N(CCN(C)C)Cc2cc3cc(C)ccc3[nH]c2=O)cc1,-0.5,0.9,-2,2,10,7,0,0.4,12
Cc1ccc(C)c(N2CCN(C(=O)Nc3ccc4c(c3)N(C)C(=O)CS4)CC2)c1,2.3,.,19,0,-5,0,-5,-3.7,-15
O=C(COC(=O)c1ccccc1C(=O)c1ccc(Cl)c([N+](=O)[O-])c1)NC1CCCCCC1,-3.5,-1.7,-7,-4,-8,1,-1,-5.0,-2

# (cont.)
SMILES,UGM FP inh,Mtb BioA inh,PrPC TRFRET,FBA Mtb inh,MazF activator,GDH-TPI counter,BoNT F protease,FadD28 binding,Rv3671c protease
Nn1cnc2sc3c(c2c1=O)CCC3,1.5,-0.9,0,12,-6,-4,13,-2.5,3
C=CCc1cccc2cc(C(=O)Nc3cccc(C(=O)O)c3)c(=O)oc12,-1.9,.,-1,.,1,.,.,.,-3
COc1cccc(C2=NN(C(=O)c3cccs3)C(O)(C(F)(F)F)C2)c1 (stereo unspecified),-1.1,.,-7,-2,-5,12,-7,-16,-11
O=C(COC(=O)/C=C/c1cccc(C(F)(F)F)c1)Nc1ccc(Cl)cn1,1.2,-6.1,6,-2,-11,6,-5,-2.4,3
CCc1c(O)cc2n(c1=O)-c1ccc(Cl)cc1C2(C)C,2.0,-0.8,7,0,8,2,6,-0.9,-1
Nc1ccc2oc(CCc3ccccc3)nc2c1,0.6,-0.5,.,1,0,-7,-29,-2.7,0
Cc1nc2sccn2c(=O)c1S(=O)(=O)N1CCN(c2ccccc2)CC1,-1.9,1.2,-2,-1,5,15,-11,-3.3,-3
COc1ccccc1OCCNC(=O)CSC(=S)N1CCCC1,-1.4,-0.7,1,0,5,6,?,-2.3,-3
CC(=O)O[C@]1(C(C)=O)CCC2C3C=C(C)C4=CC(=O)CC[C@]4(C)C3CC[C@@]21C (stereo partly specified),-1.1,22,-10,2,0,2,1,-1.2,-6
CN(C)S(=O)(=O)c1ccc(C(=O)Nc2ccccc2[N+](=O)[O-])cc1,1.1,-3.7,-23,-4,0,1,-3,-0.9,-4
CCOc1cccc2sc(N(CCN(C)C)C(=O)CCS(=O)(=O)c3ccccc3)nc12,0.3,-1.6,-11,-1,3,-7,-1,-2.8,-7
Cc1nc(OCc2c(C)noc2C)c2ccccc2n1,-3.2,.,2,2,6,1,1,-0.3,5
COc1ccc(-c2nc(CSCC(=O)NCc3ccc4c(c3)OCO4)c(C)o2)cc1,4.0,0.0,1,-1,3,3,-1,-3.3,-3
O=C(NCc1cccc(Cl)c1)C1Cc2c(-c3ccccc3)ccnc2O1 (stereo unspecified),.,-0.9,3,-2,.,3,0,0.4,.
Cc1ccc(S(=O)(=O)NN=C2C3CC4CC(C3)CC2C4)cc1[N+](=O)[O-],3.1,.,-4,2,-2,9,0,-1.4,0
COc1ccc(C(CNc2nc(-c3cccnc3)nc3ccccc23)N(C)C)cc1 (stereo unspecified),-0.9,0.6,-7,-1,21,4,-98,-5.8,-16
O=[N+]([O-])c1ccc(S(=O)(=O)N2CCN(c3ccc(N4CCOCC4)nn3)CC2)cc1,3.9,-0.1,-4,4,-20,6,2,-0.7,-2
Cc1cccc(CCNC(=O)C2CCN(S(=O)(=O)N3CCOCC3)CC2)c1,1.3,0.7,-9,-2,2,-2,6,-1.2,1
CC(=O)c1ccccc1NC(=O)C1CCCN(C(=O)c2ccc(Cl)cc2)C1 (stereo unspecified),-2.0,4.3,6,2,-9,1,-9,-0.5,-3
Cn1nnnc1SCc1ccc(CSc2nnnn2C)cc1,-0.8,.,8,-1,3,4,3,-1.1,0
O=C(Nc1ccc(Oc2cccnc2)cc1)c1cccc([N+](=O)[O-])c1,1.0,.,.,-1,3,-2,-9,-3.6,19
O=C(/C=C/c1ccccc1)NC(NC(=S)Nc1ccc(Cl)cc1)C(Cl)(Cl)Cl (stereo unspecified),2.7,0.3,10,-1,2,-3,16,-4.7,-35
O=C(Nc1ccccc1)C1CCCN1C(=O)NCc1ccccc1 (stereo unspecified),0.2,.,-7,2,10,3,1,0.8,3
O=[N+]([O-])c1cccc(COc2ccccc2CN2CCCC2)c1,.,2.2,-26,-1,3,8,-5,-2.7,.
N#Cc1nccnc1N1CCN(C(=O)Nc2ccccc2)CC1,-2.0,.,-14,0,-7,7,?,-1.2,-8
Cc1ccc(/C=N/n2c(-c3cccc(Cl)c3)n[nH]c2=S)o1,-0.3,-1.1,-2,2,10,28,2,-2.1,8
Cc1ccc(C(=O)/C=C2/NC(=O)CS2)cc1,-0.1,.,-4,-2,9,31*,9,-4.1,-4
CCN(CC)CCCNC(=O)c1cc(Nc2ccc(OC)cc2)nc2ccccc12,3.2,0.5,-10,-1,-1,9,-10,1.3,-3
CC(C)C[C@@H](COc1ccccc1)N1CCN(CC(C)C)CCC1=O,1.4,1.3,-5,1,8,6,-5,-0.5,-2
COC(=O)c1ccc2nc(-c3ccc4c(c3)OCO4)cn2c1,-2.7,-1.9,2,3,-5,30,-5,-0.6,-5
Cc1ccc(CNC(=O)C2CCC(=O)N2C2CCCCC2)cc1 (stereo unspecified),-0.5,-1.7,0,2,1,4,-5,-0.1,5
O=C(CCNS(=O)(=O)c1ccc(Br)cc1)Nc1cccc(F)c1,-3.1,0.4,-1,-3,0,-2,-9,-2.5,-3

# Assay outcomes (PubChem)
